Screening results (PubChem BioAssay)
CD40 NFkB inh: CD40 pathway inhibition in BL2 cells; BL2 NF-kB luciferase reporter, CD40L-induced, 4 h; 83,000 compounds, 0.94% hits; AID 1053188; inhibition, % at 10 µM;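 active means mean inhibition of at least 50% with a set share of replicates also reaching that level; inconclusive means no clear call, values can overlap the other calls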;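 further: 0% = neutral control wells and 100% = IKK inhibitor VII at 50 µM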
Starred values were filed as active, the others as inactive; ? = inconclusive; & = joins results of further samples; [ ] = remark or other dose. A portion of the library; rates above refer to the full screens.

SMILES | CD40 NFkB inh
CCCCc1nc(SCC(=O)Nc2nnc(CCCC)s2)n[nH]1 | 3
COc1cccc(-c2ccc3c(c2)[C@@H]2[C@@H](CCN2C(=O)c2ccccc2F)[C@H](CO)N3C)c1 | 19[25 µM]
NC(=S)c1ccc[n+]([O-])c1 | 2
COc1ccccc1C(=O)NCCC(=O)NNC(=O)C1COc2ccccc2O1 (stereo not given) | -8
OCc1ccc(O)c2ncccc12 | 29
O=C(NCCc1ccccc1)c1cc([N+](=O)[O-])ccc1N1CCOCC1 | -20
CCN1CCN(C(=O)c2ccc(CN(c3ccc(C)c(C)c3)S(C)(=O)=O)cc2)CC1 | 6
C/C(NCCc1ccc(O)cc1)=C1/CCOC1=O | 5
CN(CCc1cnn(C)c1)Cc1cn(C)nc1-c1ccc2c(c1)OCCO2 | -33
N#C[C@H]1[C@H](c2ccc(C#Cc3ccccc3F)cc2)[C@H](CO)N1C(=O)C1CCC1 | -3
O=C(NC1CCCC1)[C@@H]1CSC2c3ccccc3C(=O)N21 (stereo not given in full) | 13
CCCCCc1ccc(S(=O)(=O)NCCc2ccncc2)cc1 | 10
Cc1ccc(NC(=O)COC(=O)c2ccn(C)n2)cc1 | -23
COc1ccc(OC)c(N=Nc2c(O)c3ccccc3[nH]c2=O)c1 | -11
O=C(NCCCN1C(=O)c2ccccc2C1=O)OCc1ccccc1 | -2
O=C(c1cnc2nc3ccccc3n2c1)c1cc(F)ccc1O | -75
CN(CC(=O)Nc1ccc(F)cc1)C(=O)CN1C(=O)NC(CCc2ccccc2)C1=O (stereo not given) | -4
CCC(=O)N1[C@@H]2c3ccc(-c4ccccc4)c(=O)n3C[C@@H]2[C@@H](CO)[C@@H]1C(=O)N1CCCCC1 | 4[25 µM]
C[C@@H]1CN([C@@H](C)CO)C(=O)c2ccccc2-c2ccccc2CO[C@@H]1CN(C)C(=O)c1cc(Cl)cc(Cl)c1 | ?
CC(Oc1ccc(C(=O)c2ccc(F)cc2)cc1)C(=O)N1CCOCC1 (stereo not given) | 2
CC(C)(C)c1ccc(OCCCC(=O)Nc2nnc(C3CC3)s2)cc1 | 1
CC1CCN(S(=O)(=O)c2ccc3c(ccn3CCC(=O)N3CCCCC3)c2)CC1 | 8
O=C(C[C@@H]1CC[C@@H]2[C@H](COC[C@H](O)CN2C(=O)Nc2ccc(F)cc2)O1)NC1CCC1 | -4[25 µM]
CSCCC(NC(=O)c1ccoc1C)C(=O)O (stereo not given) | -3
COCC(=O)N1C[C@@H]2[C@H](c3ccccc31)[C@H](CO)N2C(=O)c1ccccc1F | -14[25 µM]

Continued.
SMILES | CD40 NFkB inh
O=C(C1CCC1)N1CC[C@@H]2[C@H](CO)Nc3ccc(C4=CCCCC4)cc3[C@@H]21 | -47[25 µM]
O=C(C[C@H]1CC[C@H](NC(=O)c2cccnc2)[C@@H](CO)O1)NCc1ccc(Cl)c(Cl)c1 | -7[25 µM]
CCNC(=O)[C@H]1[C@H](CO)[C@H]2Cn3c(ccc(/C=C/c4ccccc4)c3=O)[C@@H]1N2C(=O)C1CCCC1 | -2[25 µM]
CC1CCCCN1C(=O)COC(=O)C1CCN(S(=O)(=O)c2ccc3c(c2)OCCO3)CC1 (stereo not given) | 4
Cc1cc(C)nc(N2N=C(C(C)(C)C)CC2=O)n1 | 0
COc1ccc2c3c([nH]c2c1)[C@H](CO)N(Cc1cccnc1)CC31CCN(C(=O)CN(C)C)CC1 | 5[25 µM]
Cc1ccc(C)c(S(=O)(=O)N(C)C2(C)CCS(=O)(=O)C2)c1 (stereo not given) | 14
N#Cc1nc(-c2cccs2)oc1N1CCN(c2ccccc2)CC1 | 4
CCc1ccc(C(=O)NNC(=O)c2c(CC)noc2C)cc1 | -3
O=C(NCc1ccccc1Cl)C1CCN(S(=O)(=O)N2CCOCC2)CC1 | 7
C[C@H]1CN([C@@H](C)CO)C(=O)c2cccc(N(C)C)c2O[C@H]1CN(C)C(=O)Nc1ccc(F)cc1 | -5[25 µM]
Cc1ccc(N2C(=O)N(CC(=O)Nc3ccc(F)c(F)c3)C(=O)C2C)cc1 (stereo not given) | -40
O=c1c2c(nc3cc(-c4ccc(F)cc4)[nH]n13)CCCC2 | -6
C[C@@H]1CN([C@@H](C)CO)C(=O)c2cccc(NC(=O)CCCCCC(=O)Nc3ccccc3N)c2O[C@@H]1CN(C)S(=O)(=O)c1cn(C)cn1 | -19[25 µM]
CCN1CCN(c2ccc(S(=O)(=O)N3CCCCC3)cc2NC(=O)/C=C/c2ccc(F)cc2)CC1 | -2
N#Cc1ccc(-c2ccc3c(c2)[C@H]2[C@H](CCN2C(=O)C2CC2)[C@@H](CO)N3)cc1 | 68*
COc1cc(C(=O)COC(=O)c2ccc([N+](=O)[O-])o2)cc(OC)c1OC | 3
S=C(N/N=C1\CCc2ccccc21)NC1CCCCC1 | 62*
CCS(=O)(=O)N1[C@H](C#N)[C@H](c2ccc(C#CC(C)C)cc2)[C@@H]1CO | -13[25 µM]
COc1cc2c(cc1OC)C(Cc1ccc(O)cc1)N(C)CC2 (stereo not given) | -10
CCCOc1ccc(C(=O)CCC(=O)OCC(=O)N2CCN(S(=O)(=O)c3ccc(C)cc3C)CC2)cc1 | 5
COc1ccc(-c2csc(NC(=O)COC(=O)c3ccco3)n2)cc1 | -59
Cc1ccsc1C(=O)OCC(=O)NC1CCCCC1 | -50
Cc1ccc(S(=O)(=O)N(C)CCCC(=O)Nc2cccc3ccccc23)cc1 | 18
CSCCC(NC(=O)c1ccccc1Cl)C(=O)N1CCCC(C)C1 (stereo not given) | 1

Additional compounds.
SMILES | CD40 NFkB inh
COc1ccc(NC(=O)N2CC(C)OC(C)C2)cc1OC (stereo not given) | 13
CN(C)S(=O)(=O)c1cccc(NC(=O)CCc2c[nH]c3ccccc23)c1 | 6
Cc1c(NC(=O)c2cccs2)cccc1[N+](=O)[O-] | -2
COc1ccccc1N(Cc1ccccc1)S(=O)(=O)c1cccc(C(=O)NC2CC(C)(C)NC(C)(C)C2)c1 | 36
CCOc1ccccc1NC(=O)C1CCCN(S(=O)(=O)c2ccc3c(c2)CCCN3C(C)=O)C1 (stereo not given) | 5
O=C(Nc1cccc(C(F)(F)F)c1)c1ccc2sc([C@H]3C[C@H](O)[C@@H](CO)O3)nc2c1 | -6
O=C(NNC1=NS(=O)(=O)c2ccccc21)c1ccc(Cl)cc1 | -44
O=C(Nc1ccc2c(c1)CCC2)Nc1ccc2c(c1)OCO2 | -62
Cc1ccc(S(=O)(=O)N[C@H](C(=O)NC2CCC(C)CC2)C(C)C)cc1 (stereo not given in full) | -6
CC(C)c1ccc(O)c(N)c1 | 12
OCCNCC12CC3CC(CC(C3)C1)C2 | 23
Cc1c(N=Cc2c(O)n(Cc3ccco3)c(=O)c3ccccc23)c(=O)n(-c2ccccc2)n1C | 14
N#Cc1ccc(-c2ccc(C3[C@@H]4CN(C(=O)c5ccncc5)C[C@H]3N4)cc2)cc1 (stereo not given in full) | -3&1
Cc1ccc(-n2nnnc2CNC(=O)C2CC(=O)N(c3ccc(F)cc3)C2)cc1C (stereo not given) | 9
C[C@@H](NC(=O)C[C@@H]1C=C[C@H](NC(=O)c2cccnc2)[C@@H](CO)O1)c1ccccc1 | 1[25 µM]
Cc1ccccc1OCC(=O)OCC(=O)Nc1cc(S(=O)(=O)N2CCCCC2)ccc1Cl | -14
Cc1cc2c(=O)n(CC(=O)N3CCN(c4ccc(F)cc4)CC3)cnc2s1 | 5
C[C@H]1CN([C@@H](C)CO)C(=O)c2ccccc2-c2ccccc2CO[C@@H]1CN(C)S(=O)(=O)c1cccs1 | -19[25 µM]
CSc1nc2nc3c(cc2c(=O)n1-c1ccccc1C)CCCC3 | 22
COc1cccc(-c2ccc(C3[C@H]4CNC[C@@H]3N4Cc3ccc(F)cc3)cc2)c1 (stereo not given in full) | -6&-49[25 µM]
COc1cc2nc(CN3CCN(S(=O)(=O)c4ccccc4)CC3)[nH]c(=O)c2cc1OC | 7
N#C[C@@H]1[C@H](c2ccc(C3=CCCCC3)cc2)[C@H](CO)N1C(=O)C1CCOCC1 | -22
O=C1CN(C(=O)COC(=O)CCC(=O)c2ccc(F)cc2)c2ccccc2N1 | 5
O=C1c2ccccc2NC(c2cccc([N+](=O)[O-])c2)N1CCc1ccccc1 (stereo not given) | -14
COCCNC(=O)c1cc(Sc2nnc(C)s2)nc2ccccc12 | 6

Next section.
SMILES | CD40 NFkB inh
COCC(=O)N1CCC2(CC1)CN[C@@H](CO)c1c2c2ccc(OC)cc2n1C | -3[25 µM]
Cc1noc(C)c1S(=O)(=O)N(C)C[C@H]1Oc2c(NC(=O)c3ccc(-c4nccs4)cc3)cccc2C(=O)N([C@@H](C)CO)C[C@H]1C | -7[25 µM]
O=C1CN(S(=O)(=O)c2cccc(F)c2)C[C@@H]2[C@@H](c3ccc(C4=CCCC4)cc3)[C@H](CO)N12 | -29[25 µM]
COc1cccc(OC)c1OCCNCC1CSc2ccccc2O1 (stereo not given) | 0
O=C(CNc1ccccc1)N/N=C/c1ccc2c(c1)OCCO2 | -42
COc1ccc2c(c1)nc(SCC(C)O)n2C (stereo not given) | -21
CN(CC(=O)Nc1ccc(Cl)c(C(F)(F)F)c1)C(=O)C1CCN(C(=O)c2ccc(Cl)cc2)CC1 | 17
COc1ccc(S(=O)(=O)N2CCC(C(=O)NCCCc3ccccc3)CC2)cc1 | 9
S=c1[nH]c2cnc(Cl)nc2[nH]1 | 2
O=C(c1ccc2c(c1)OCO2)N1C[C@H]2[C@@H](c3ccccc31)[C@H](CO)N2CC1CCCC1 | -19[25 µM]
CN1c2ccc(C3=CCCCC3)cc2[C@@H]2[C@@H](CCN2C(=O)C2CCC2)[C@@H]1CO | 18
COC(=O)N1CCCc2cc(C)ccc21 | 4
Cc1ccc(S(=O)(=O)N2CCCCC2)cc1C(=O)N(CCc1ccccc1)Cc1ccccc1 | 15
CN(C(=O)CSc1nnc(CN2CCCC2)n1Cc1ccccc1)c1ccccc1 | 7
CCS(=O)(=O)N1CCCCN2[C@H](C1)[C@@H](c1ccc(C#Cc3ccccn3)cc1)[C@@H]2CO | -14[25 µM]
Cc1onc(C(=O)NN)c1-c1csc(COc2ccccc2)n1 | -2
CC(=O)c1ccccc1OCC(O)Cn1ccnc1 (stereo not given) | 16
CN(CC(=O)NCCc1ccccc1)S(=O)(=O)c1ccccc1 | -15
Cc1cc(C)n2ncc(C(=O)O)c2n1 | 13
C[C@H](NC(=O)c1cc2cc(Cl)ccc2n1C)C(=O)N1CCC[C@H]1C(=O)O | 8
O=S(=O)(NCC(c1ccco1)N1CCN(c2ccccc2)CC1)c1ccc(F)cc1 (stereo not given) | 0
O=C(COC(=O)c1ccc(Cl)c(S(=O)(=O)N2CCCCC2)c1)NCC1CCCCC1 | 8
C[C@H](CO)N1C[C@H](C)[C@@H](CN(C)Cc2ccc(C(=O)O)cc2)OCCCC[C@H](C)Oc2ccc(N(C)C)cc2C1=O | -14[25 µM]
COc1ccc(/C=N/NC(=O)c2nc(-c3ccccc3)n(-c3ccccc3)n2)cc1OC | 1
COc1cccc(-c2ccccc2[C@H]2[C@@H](CO)N(C(=O)Nc3ccc(F)cc3)[C@H]2C#N)c1 | 19[25 µM]

Given with values ahead of the structure: part of the list above.
CD40 NFkB inh,Structure
2,S=c1[nH]c2cnc(Cl)nc2[nH]1
-19[25 µM],O=C(c1ccc2c(c1)OCO2)N1C[C@H]2[C@@H](c3ccccc31)[C@H](CO)N2CC1CCCC1
18,CN1c2ccc(C3=CCCCC3)cc2[C@@H]2[C@@H](CCN2C(=O)C2CCC2)[C@@H]1CO
4,COC(=O)N1CCCc2cc(C)ccc21
15,Cc1ccc(S(=O)(=O)N2CCCCC2)cc1C(=O)N(CCc1ccccc1)Cc1ccccc1
7,CN(C(=O)CSc1nnc(CN2CCCC2)n1Cc1ccccc1)c1ccccc1
-14[25 µM],CCS(=O)(=O)N1CCCCN2[C@H](C1)[C@@H](c1ccc(C#Cc3ccccn3)cc1)[C@@H]2CO
-2,Cc1onc(C(=O)NN)c1-c1csc(COc2ccccc2)n1
16,CC(=O)c1ccccc1OCC(O)Cn1ccnc1 (stereo not given)
-15,CN(CC(=O)NCCc1ccccc1)S(=O)(=O)c1ccccc1
13,Cc1cc(C)n2ncc(C(=O)O)c2n1
8,C[C@H](NC(=O)c1cc2cc(Cl)ccc2n1C)C(=O)N1CCC[C@H]1C(=O)O
0,O=S(=O)(NCC(c1ccco1)N1CCN(c2ccccc2)CC1)c1ccc(F)cc1 (stereo not given)
8,O=C(COC(=O)c1ccc(Cl)c(S(=O)(=O)N2CCCCC2)c1)NCC1CCCCC1

The listing picks up, repeating the 2 entries before the break.
SMILES | CD40 NFkB inh
COc1ccc(/C=N/NC(=O)c2nc(-c3ccccc3)n(-c3ccccc3)n2)cc1OC | 1
COc1cccc(-c2ccccc2[C@H]2[C@@H](CO)N(C(=O)Nc3ccc(F)cc3)[C@H]2C#N)c1 | 19[25 µM]
COc1cccc(CNC(=O)CSC(=S)N2CCCC2)c1 | 1
O=C1c2ccccc2-c2c1c1ccccc1c(=O)n2CCO | -182
COC(=O)CCc1nc2ccccc2[nH]c1=O | 10
Cc1ccc(NC(=O)c2ccc3c(c2)NC(=O)CS3)nc1 | -23
CCOc1ccccc1OCCCC(=O)N1CCN(S(=O)(=O)c2ccc(C)cc2C)CC1 | 4
CC(=O)Oc1ccc2c(=O)c(N3C(=O)c4ccccc4C3=O)c(C)oc2c1C | -1
CC(=O)N(C[C@@H]1N[C@@H](CO)[C@@H]1c1ccc(-c2ccccc2)cc1)C(C)C | -2[25 µM]
COc1ccc(-c2cc(C(=O)NCCCN3CCCC3=O)c3ccccc3n2)cc1 | -10
CN(C)S(=O)(=O)c1ccc(C(=O)Nc2nc3ccccc3[nH]2)cc1 | -69
Cc1ccccc1NS(=O)(=O)c1ccc(C(=O)NCc2ccccc2CN2CCCC2)cc1 | -1
c1ccc(Nc2nnc(-c3cccnc3)s2)cc1 | -55
CN(Cc1cnn(C)c1)S(=O)(=O)c1cccc([N+](=O)[O-])c1 | -5
N#CCc1nnc2n1-c1ccccc1CCC2 | 4
C[C@@H]1CN([C@@H](C)CO)C(=O)c2c(c3ccccc3n2C)-c2ccccc2CO[C@@H]1CN(C)Cc1ccc(Oc2ccccc2)cc1 | 1[25 µM]
O=C([C@@H]1[C@@H](CO)[C@@H]2Cn3c(cccc3=O)[C@H]1N2C(=O)c1ccc(F)cc1)N1CCCCC1 | -6[25 µM]
CN(Cc1cccnc1)Cc1cn[nH]c1-c1ccc(-c2ccccc2)cc1 | -35
